# uPA surface inh: cell surface uPA generation inhibition | cell surface uPA generation assay, qHTS | Potency, µM (series often up to 38.3 µM), for inactives: at the top dose activity change, negative = inhibition, usual class: inhibitors | hit rate 0.31% among 330,000; active means well fitted inhibition curve with a large enough effect; inconclusive means small, poorly fitted or top-dose-only effect; inactive means no such curve, though single readings can be large or run the other way; tested in mouse RAW 264.7 cells; further: potency means the concentration at half of the fitted maximal effect; on the % scale 0 is the no-effect control and ±100 the full control effect; nearly all actives have a fitted effect of over 55% in size
# KCNH2 3.1 inh: blocks the human KCNH2 3.1 channel isoform; U2OS KCNH2 3.1, thallium flux FluxOr; stronger effect = lower value; hit rate 0.95% among 340,000; AID 720553; activity change, % (tested at about 1.8 µM);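 active means maximum activity change below -70%; inconclusive means maximum activity change from -70% to -50%; inactive means maximum activity change above -50%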;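 further: thallium influx rate constant from kinetic fluorescence after stimulation buffer; on the % scale 0 is the no-effect control and ±100 the full control effect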
#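 We transduce U2OS cells with the mutant 3.1 virus, culture them overnight, load FluxOr with Red40 quencher for 45 min, then add stimulation buffer and read kinetically for 2 min to derive a normalized rate constant.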
# Rab9 prom act: Rab9 promoter activation. Huh7 Rab9 promoter-luciferase reporter, luminescence, 24 h. Potency, µM (titrated, usually from 9.22 µM), for inactives: at the top dose activation, negative = inhibition, actives largely listed as activators. hit rate 2.8% among 320,000. AID 485297; further: potency means the concentration at half of the fitted maximal effect; % of control where 0% means no effect; nearly all actives have a fitted effect of over 60% in size
#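 Cell-based reporter: Huh7 stable for Rab9 promoter-driven luciferase, plated in reduced-serum medium with 10% FBS at 1500 cells/well, compound-treated 24 h at 37 °C, luminescence read after 10 min reagent.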
# NPC1 prom act: activates the NPC1 promoter; Huh7 NPC1 promoter luciferase reporter, 24 h; Potency, µM (top dose mostly 9.22 µM), for the others: at the top dose activation, usual class: activators; hit rate 2.4% among 320,000;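 further: potency means the concentration at half of the fitted maximal effect; % of control where 0% means no effect; nearly all actives have a fitted effect of over 60% in size; reporter is driven by a mutant NPC1 promoter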
#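 Stable NPC1-promoter luciferase Huh7 line; cpd (DMSO) 24 h, 37 °C, 5% CO2; Amplite luciferase reagent 10 min RT; luminescence readout. qHTS format.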
# Tb PFK block: blocks T. brucei phosphofructokinase; O15648; T. brucei PFK, ADP-Glo luminescence; Potency, µM (top dose mostly 57.5 µM), inactives show top-dose activity, negative = inhibition, hits mostly inhibitors; hit rate 0.17% among 330,000; AID 485367;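 further: potency means the concentration at half of the fitted maximal effect; 0% = uninhibited 1x PFK enzyme wells and -100% = no-enzyme wells; nearly all actives have a fitted effect of over 60% in size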
# Target sequence (O15648 whole entry, looked up): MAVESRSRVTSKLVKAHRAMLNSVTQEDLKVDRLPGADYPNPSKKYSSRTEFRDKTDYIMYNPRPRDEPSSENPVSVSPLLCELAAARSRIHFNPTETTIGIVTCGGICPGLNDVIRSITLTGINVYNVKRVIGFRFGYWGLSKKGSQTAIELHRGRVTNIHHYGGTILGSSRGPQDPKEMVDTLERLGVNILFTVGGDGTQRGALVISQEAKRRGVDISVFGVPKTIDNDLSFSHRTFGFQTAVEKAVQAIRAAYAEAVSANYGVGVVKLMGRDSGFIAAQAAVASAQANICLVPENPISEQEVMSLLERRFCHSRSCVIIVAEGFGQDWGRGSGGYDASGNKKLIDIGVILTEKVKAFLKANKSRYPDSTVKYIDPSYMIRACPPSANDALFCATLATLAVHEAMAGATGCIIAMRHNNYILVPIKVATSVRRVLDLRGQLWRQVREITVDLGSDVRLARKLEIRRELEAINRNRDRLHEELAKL
#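 Activity is normalized to no-enzyme wells (full inhibition) and 1.25 nM enzyme wells (no inhibition). Reaction: 0.5 mM F6P, 0.1 mM ATP, 45 min RT, ADP-Glo luminescence; concentration-response curves fitted and classed by quality.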
# FLuc modulator: firefly luciferase modulation, counter-screen for miR-21 project; P08659; purified FLuc, Km substrates, luminescence inhibition; Potency, µM (highest dose often 57.5 µM), without a hit: at the highest dose activity change, negative = inhibition, usual class: inhibitors; hit rate 6.9% among 360,000;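 further: potency means the concentration at half of the fitted maximal effect; plate controls were vehicle for no effect and reference inhibitor for full effect; nearly all actives have a fitted effect of over 55% in size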
# Target sequence (P08659 whole entry, looked up): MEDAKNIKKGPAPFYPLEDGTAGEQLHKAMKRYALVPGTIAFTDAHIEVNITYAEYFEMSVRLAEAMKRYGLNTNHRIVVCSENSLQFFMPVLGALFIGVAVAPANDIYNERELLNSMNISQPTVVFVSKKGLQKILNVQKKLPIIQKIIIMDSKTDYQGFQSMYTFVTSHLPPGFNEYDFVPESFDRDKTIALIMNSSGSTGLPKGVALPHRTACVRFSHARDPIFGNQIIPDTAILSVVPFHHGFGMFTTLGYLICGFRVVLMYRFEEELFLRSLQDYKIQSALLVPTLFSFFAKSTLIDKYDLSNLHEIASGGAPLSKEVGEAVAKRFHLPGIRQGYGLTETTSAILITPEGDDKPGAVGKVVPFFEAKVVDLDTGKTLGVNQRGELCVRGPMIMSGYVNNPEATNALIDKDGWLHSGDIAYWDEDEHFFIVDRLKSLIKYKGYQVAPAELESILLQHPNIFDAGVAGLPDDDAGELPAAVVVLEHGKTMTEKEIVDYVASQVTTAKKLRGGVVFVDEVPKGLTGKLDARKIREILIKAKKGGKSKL
#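 Biochemical qHTS of compounds, final roughly 60 µM downward over six points, against 10 nM purified firefly luciferase using Km concentrations of substrates (10 uM D-luciferin, 10 uM ATP) in Tris acetate pH 7.5 buffer; luminescence output.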
# RORgamma inh: ROR gamma (mouse) transcription inhibition. hit rate 5.4% among 310,000. P51450. Potency, µM (doses to about 53.6 µM), for the others: at the top dose activity change, negative = inhibition, usual class: inhibitors. Drosophila S2 Gal4-RORgamma UAS-luciferase reporter, 20 h; further: potency means the concentration at half of the fitted maximal effect; on the % scale 0 is the no-effect control and ±100 the full control effect; nearly all actives have a fitted effect of over 60% in size
#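 In this cell-based reporter format, copper sulfate (700 uM final) drives Gal4–ROR gamma fusion expression from a metallothionein promoter in Drosophila Schneider cells; compounds preincubated 1 hr, reporter read after 20 hr at ambient temperature.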
# Giardia kill: kills Giardia lamblia; Giardia lamblia trophozoite viability; activity change, % at 7.66 µM, hits read low; hit rate 0.15% among 340,000; AID 540267; in the data active means activity change below about -80%; inconclusive means between about -30% and that limit;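 further: parasites exposed to compound for two days anaerobically before the ATP read; on the % scale 0 is the no-effect control and ±100 the full control effect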
#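 Trophozoites 100 cells/well + cpd; 48 hrs, 37 deg C, anaerobic. ATPLite 1-Step added, 15-30 min RT, luminescence read (ATP-based viability).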
# ELG1 genotoxic: inducers of genotoxicity in HEK293T ELG1-luciferase cells. hit rate 1.3% among 330,000. Potency, µM (titrated, usually from 46 µM), without a hit: at the highest dose activity change, positive = activation, hits mostly activators. HEK293T ELG1-luciferase reporter, luminescence, 16 h; further: potency means the concentration at half of the fitted maximal effect; % of control where 0% means no effect; nearly all actives have a fitted effect of over 60% in size
#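 Luminescence read-out: rising ELG1-luciferase signal, reflecting elevated ELG1 protein under genetic stress, flags genotoxic compounds. Cells were treated for 16 hr at 37 °C before ONE-Glo detection.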
# VP16 counter: inhibits Gal4-VP16 luciferase reporter, ROR gamma counter-screen; Drosophila S2 Gal4-VP16 UAS-luciferase, luminescence, 20 h; Potency, µM (highest dose often 53.6 µM), for the others: at the top dose activity, negative = inhibition, usual class: inhibitors; hit rate 3.5% among 310,000;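 further: Gal4-VP16 expression switched on by copper sulfate through the metallothionein promoter; potency means the concentration at half of the fitted maximal effect; on the % scale 0 is the no-effect control and ±100 the full control effect; nearly all actives have a fitted effect of over 50% in size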
# Coupling enz: inhibits coupling enzyme system, counter-screen for aldolase hits | AID 2472 | activity change, negative = inhibition, % at 58.2 µM, hits read low | hit rate 0.67% among 290,000 | coupling enzyme system counterscreen, AmpLite Red fluorescence; in the data active means activity change below about -30%; further: on the % scale 0 is the no-effect control and ±100 the full control effect
#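 Final compound at 57.5 uM, incubated 10 min at RT with coupling enzyme reagent (glyceraldehyde-3-phosphate), then 20 min with substrate and AmpLite Red detection. Fluorescence read at 525/598 nm; tests interference with the coupling assay, not aldolase inhibition.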
# * marks the source's active call; other numbers are inactive results; ? = inconclusive; . = not tested or not shown; [ ] = another dose, or the depositor's remark. Unless noted, the call rests on the fitted dose curve; in most records, active means well fitted curve in the direction sought with a large enough effect; inconclusive means small, poorly fitted or top-dose-only effect, or another doubt; inactive means no such curve, though single readings can be large; an effect the other way counts as inactive or inconclusive.
SMILES,uPA surface inh,KCNH2 3.1 inh,Rab9 prom act,NPC1 prom act,Tb PFK block,FLuc modulator,RORgamma inh,Giardia kill,ELG1 genotoxic,VP16 counter,Coupling enz
CCN(CC)C(=O)CSc1n[nH]c(=O)n1CCc1ccccc1,0%,-3,2%,-7%,-2%,9%,6%,1,0%,8%,1
O=C(Nc1nc(-c2ccc(F)cc2)cs1)C1CCN(C(=O)c2ccc(F)cc2)CC1,-7%,-27,-16%,-17%,-4%,-12%,.,0,-9%,.,.
O=C(c1cccs1)N1CCN(Cc2ccncc2)CC1,-4%,-1,5%,1%,-12%,-3%,-3%,13,-4%,-9%,1
CC(=O)Oc1ccc(N(c2ccccc2)S(=O)(=O)c2ccc(C)cc2)cc1,-22%,4,0%,-3%,0%,-2%,10%,-3,-5%,-10%,-1
Cc1ccc(NC(=O)CN(C(=O)N2CCN(C)CC2)S(=O)(=O)c2ccc(C)cc2)cc1,13%,0,-4%,-4%,-1%,4%,.,-14,-8%,.,.
O=C(O)c1ccc(CSc2ccccn2)cc1,-2%,5,-1%,2%,0%,?,-11%,13,1%,-6%,3
CC(C)Cn1c(N)c(C(=O)COC(=O)CCc2nc3ccccc3c(=O)[nH]2)c(=O)n(C)c1=O,-5%,6,0%,-4%,-8%,-1%,.,5,0%,.,.
O=S(=O)(c1ccc(NC(=S)N2CCN(c3ccccc3F)CC2)cc1)N1CCOCC1,-1%,-32,-9%,-1%,-6%,4%,-70%,11,-21%,?,-6
COC(=O)C1=C(N)c2c(F)cccc2C1(C#N)c1ccc(F)cc1 (stereo not given),8%,-4,-1%,1%,1%,4%,8%,14,6%,-3%,-2
CC(=O)c1ccc(NC(=O)C2(S(=O)(=O)c3ccccc3)CC2)cc1,8%,3,-4%,1%,-8%,0%,26%,-14,5%,-18%,1
O=C(c1ccccc1)c1ccc(NCCCn2ccnc2)c([N+](=O)[O-])c1,-7%,-24,0%[1.84 µM],-5%,0%,-1%,43%,-14,-3%,?,3
O=C(NCc1cccc(C(F)(F)F)c1)c1cccc(S(=O)(=O)NCc2ccccc2)c1,3%,-8,?,0%,-5%,5%,?,-13,-8%,3%,-4
CCc1cc(C(c2ccccn2)N2CCN(C)CC2)c(NC(=O)c2ccccc2)s1 (stereo not given),-2%,-24,0%,?,-6%,0%,?,7,-1%,-4%,2
COc1ccc(/C=C/C(=O)NCCN2CCOCC2)cc1OC,2%,5,-11%,1%,-8%,0%,5%,2,-5%,-8%,1
CC1CN(C(=O)COC(=O)c2cccs2)CC(C)O1 (stereo not given),6%,1,1%,1%,-7%,2%,-29%[0.365 µM],-13,2%,.,-4
CCOC(=O)N1C=CC=C[C@@H]2[C@@H](N3C(=O)c4ccccc4C3=O)C(=O)N21,-17%,6,0%,1%,-2%,6%,23%,-1,-3%,5%,-1
COCc1cc(C)nc(N)c1C#N,0%,12,2%,0%,-3%,0%,-12%,-10,2%,-1%,0
Cc1ccccc1/C(N)=N/OC(=O)c1ccc(F)cc1,-20%,-11,?,?,0%,1.3µM*,-24%,1,?,-12%,-1
CCc1ccccc1NC(=S)N(CCN(C)C)C(C)c1cccnc1 (stereo not given),-1%,-6,-5%,-1%,0%,-2%,-16%,1,12%,-1%[10 µM],-1
CCCSC1C(C)=C(C)C(=O)N1Cc1ccccc1 (stereo not given),7%,6,2%,-4%,-1%,8%,3%,6,0%,-9%,2
O=C(COC(=O)CCc1c[nH]c2ccccc12)Nc1ccccc1,3%,-9,-1%,-1%,-1%,-1%,.,-4,1%,.,.
CC(=O)c1cccc(N2C(=O)Nc3ccccc3N2O)c1,11%,-3,-4%,-5%,2%,-2%,0%,17,3%,1%,-2
O=C(Nc1cccc(S(=O)(=O)NC2=NCCCCC2)c1)c1ccc(Cl)cc1,-8%,10,-18%,-10%,-7%,?,.,10,0%,.,.
CC(OC(=O)c1ccc(Cl)nc1)C(=O)Nc1ccc2c(c1)OCO2 (stereo not given),-1%,-9,5%,-33%[inhibitor],4%,?,.,-29,-1%,.,.
O=C(CSc1nnc(-c2cc3ccccc3cc2O)n1Cc1ccco1)c1ccc(F)cc1,9%,-48,-1%,-2%,0%,-2%,-33%,-9,-15%,14µM*,-1
O=S(=O)(Nc1cccnc1)c1cccs1,-6%,4,12%,0%,1%,-1%,-17%,9,3%,?,1
COc1ccc(NS(=O)(=O)c2cccs2)c(OC)c1,4%,2,-1%,5%,-2%,-4%,7%,2,2%,-12%,-4
COc1ccc([N+](=O)[O-])cc1NC(=O)C1CCCO1 (stereo not given),5%,7,-8%,-4%,-2%,5%,6%,-5,0%,6%,2
CCC(=O)N1CCN(c2ccc(NC(=S)NC(=O)COc3ccccc3)cc2)CC1,-14%,9,-1%,-7%,-6%,3%,?,2,-8%,13µM*,3
O=C(Nc1ccc(Cl)cc1)C(c1ccccc1)N(CCO)CCO (stereo not given),-3%,-7,1%,-2%,-2%,?,-1%,2,4%,5%,0
O=C(COc1ccccc1)Nc1ccccc1Cl,-14%,10,?,?,-1%,15µM*,10%,-6,?,-6%,1
CCc1ccc(Nc2nnc(SCC(=O)Nc3cccc(S(=O)(=O)NC4=NCCCCC4)c3)s2)cc1,-11%,5,?,?,-9%,0.48µM*,-40%,?,-10%,?,-1
CCN(Cc1cc2ccccc2[nH]c1=O)S(=O)(=O)c1ccc(OC)cc1,-3%,-3,-7%,1%,-1%,0%,25%,4,-8%,1%,.
CC(C)NC(=S)NN=C1CCC(c2ccccc2)CC1 (stereo not given),2%,11,-5%,-2%,-4%,3%,5.6µM*,5,0%,11µM*,5
COc1ccc(C)cc1NC(=O)c1c([N+](=O)[O-])cnn1C,2%,-2,-4%,-5%,0%,-1%,?,-14,0%,-4%,1
CCOc1cccc(C(=O)NNC(=O)C2C3C=CC(C3)C2C(=O)O)c1 (stereo not given),3%,2,-4%,-7%,0%,-3%,-27%,-3,?,3%,.
Cc1ccc(CNC(=O)c2cn(C)c(=O)c3c2c2ccccc2n3C)o1,0%,-5,-3%,-7%,-2%,-1%,-37%,7,1%,5%,-4
COc1ccccc1N(C)S(=O)(=O)c1ccc(C(=O)NC2=NCCS2)cc1,-4%,4,-5%,-5%,-4%,8%,-22%,7,0%,4%,0
COc1ccc(-n2ncc(Cl)c(Cl)c2=O)cc1,-11%,-18,-51%[inhibitor],-42%[inhibitor],2%,-10%,2µM*,8,-22%,?,1
Cn1cc(CN2CCCC(C(=O)c3cccs3)C2)c(-c2cccc(Cl)c2)n1 (stereo not given),-3%,-27,9%,-2%,2%,2%,15%,-11,-6%,-1%,2
CC(=O)C1=C(O)C(=O)N(c2cccc(C(=O)O)c2)C1c1ccccc1F (stereo not given),4%,-14,-2%,0%,0%,7%,0%,?,2%,-13%,-6
CCCCCn1c(CN2CC(C)OC(C)C2)nc2c1c(=O)n(C)c(=O)n2C (stereo not given),6%,3,-3%,2%,-9%,4%,9%,-10,5%,6%,0
S=C(Nc1ccccc1)NC1CCN(Cc2ccccc2)CC1,-3%,-16,-8%,-1%,-1%,2%,7%,-3,-5%,-15%,-2
Cc1oc2cc3oc(=O)c(CCC(=O)NC4CC4)c(C)c3cc2c1C,3%,9,14%,27%,-1%,?,57%,-8,7%,-12%,-4
Cc1nc(N2CCN(c3ccccn3)CC2)c2c(C)c(C(=O)Nc3c(C)cc(Br)cc3C)sc2n1,0%,-80*,1%,-6%,1%,0%,14%,6,-6%,15%,2
NC(=O)/C=C\C(=O)Nc1cccc(C(F)(F)F)c1,?,-9,1%,-7%,2%[0.46 µM],6%,?,3,-2%,13µM*,2
CCOC(=O)[C@@H]1[C@H]2COc3ccccc3[C@H]2N2C(=O)N(c3ccccc3)C(=O)[C@]12C,-16%,-3,0%,1%,0%,2%,-2%,-2,-1%,17%,1
Nc1cc(=O)[nH]c(=O)n1-c1cccc(F)c1,-1%,21,-1%,-7%,0%,1%,4%,20,1%,4%,-1
CN(C)c1ccc(NC(=S)NC(=O)/C=C/c2ccc(Cl)cc2)cc1,-4%,4,21%,16%,-2%,4.8µM*,?,-6,11%,?,2
Cc1ccc(C)c(NC(=O)COC(=O)c2c(C)nn(-c3ccccc3)c2C)c1,-4%,-4,-6%,0%,-2%,-1%,.,-10,2%,.,.
COCCCNC(=O)CCSc1ccc(C)cc1,-7%,13,-4%,0%,0%,0%,-10%,3,0%,-16%,-1
CCOC(=O)NC1(C(F)(F)F)N=C(c2ccccc2)NC1=O (stereo not given),-10%,-15,-2%,1%,0%,0%,-15%,4,-2%,-2%,8

# Source: PubChem BioAssay
